RSV CPE inhibition = RSV antiviral activity via CPE protection, HEp-2 cells, primary 10 µM value included (AID 2391) | HEp-2 cells, RSV-induced CPE inhibition; higher % means a stronger effect | one-dose CPE inhibition, % at 10 µM; IC50 in µM for titrated hits | actives 0.13% (n = 310,000); in the data active means a potency from the dose series; inconclusive means CPE inhibition mostly from about 23% at the one dose, without a potency; inactive means the rest, 99 in 100 with CPE inhibition below about 21%; further: strong numbers were not always called active
Yfh1-depleted yeast = mitochondrial function rescue without frataxin homolog – Friedreich's ataxia, plus single-dose screen, dose response (AID 1465). S. cerevisiae Yfh1-off respiration, WST-1 reduction, 72 h; higher fold induction means a stronger effect. one-dose fold induction at 50 µM; EC50 in µM for titrated hits. actives 0.074% (n = 220,000);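 active means fold induction of absorbance versus untreated yeast above a set limit, then at least 30% activation at any dose in follow-up; inconclusive means repeats straddling the limit, or above it without dose testing; inactive means fold induction below the set limit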;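 further: activators that raise dye reduction in frataxin-depleted yeast; strong numbers were not always called active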
West Nile antiviral = West Nile virus antiviral activity, cell-based, CPE readout (AID 1621). West Nile virus-infected cells, CPE inhibition; higher % means a stronger effect. CPE inhibition, % at 10 µM, or IC50 in µM where a hit was titrated. actives 0.02% (n = 290,000); in the data active means a potency from the dose series; inconclusive means CPE inhibition mostly from about 3.7% at the one dose, without a potency; inactive means the rest, 99 in 100 with CPE inhibition below about 2.2%; further: strong numbers were not always called active
UTI89 phage lysis = protection from phage-mediated lysis, alamar blue read-out – E. coli UTI89, K1F phage, bacterial capsule biogenesis inhibitors (AID 488966); E. coli UTI89 K1F phage lysis, alamar blue, 2 h; higher % means a stronger effect; inhibition, % at 100 µM, or IC50 in µM where a hit was titrated; actives 0.02% (n = 340,000);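 active means phage lysis inhibition, versus mean bacterial control, above a set limit; inconclusive means no clear call, values can overlap the other calls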;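 further: capsule biogenesis inhibitors block K1F phage lysis so surviving cells raise fluorescence; higher fluorescence means more inhibition of phage lysis; actives were called in the ten point dose series up to 300 µM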
WT yeast gro inh = growth inhibition of WT yeast, mitochondrial fusion screen | AID 1362 | inhibition, % at 10 µM | actives 2.1% (n = 190,000) | mitochondrial fusion phenotypic screen, WT strain; in the data active means inhibition above about 58%; tested in S. cerevisiae
XIAP antagonists = XIAP antagonists, biochemical, IAP family, fluorescence polarization (AID 1018). displacement, % at 20 µM, or IC50 in µM where a hit was titrated. actives 0.007% (n = 200,000). XIAP BIR domain, fluorescence polarization peptide displacement; higher % means a stronger effect; in the data active means displacement above about 50%; further: a part of the inactive calls stands beside numbers as strong as those of hits
CSM14.1 death rescue = rescue of cells from ER stress-induced death, primary screen, 384-well, CSM14.1, thapsigargin, ATP luminescence (AID 1222) | 190,000 tested, under 10 active | CSM14.1 thapsigargin-induced death rescue, ATP luminescence; higher % means a stronger effect | cellular ATP content (survival), % at 20 µM; hits with a dose series show EC50 in µM;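 active means EC50 below 50 µM in the dose-response confirmation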;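 further: death triggered by thapsigargin at about 15 µM added after 2 h compound pretreatment; cell ATP read after overnight thapsigargin exposure of roughly 18 to 22 hours; normalized against plate controls of thapsigargin alone and 5% DMSO vehicle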
SV40 large T antigen = TAg ATPase/helicase activity blockers – biochemical (AID 1903); actives 0.39% (n = 310,000); one-dose inhibition, % at 20 µM; IC50 in µM for titrated hits; SV40 large T antigen ATPase/helicase inhibition assay; higher % means a stronger effect; in the data active means a potency from the dose series; inconclusive means inhibition mostly from about 32% at the one dose, without a potency; inactive means the rest, 99 in 100 with inhibition below about 32%; further: strong numbers were not always called active
Dengue-2 NS5 capping = Dengue-2 NS5 methyltransferase inhibitors, primary screen, biochemical, confirmation dose response (AID 588689); Dengue-2 NS5 methyltransferase capping enzyme assay, biochemical; higher % means a stronger effect; inhibition, % at 25 µM; hits with a dose series show IC50 in µM; actives 0.3% (n = 340,000); in the data active means a potency from the dose series; inconclusive means inhibition above about 29% without an active follow-up result
WT yeast gro inh mutant strain = further read-out of WT yeast gro inh, marked with its call; inhibition, %; mitochondrial fusion phenotypic screen, mutant strain inhibition
Dengue-2 NS5 capping pilot replicate = second read-out of Dengue-2 NS5 capping, no call of its own (marks repeat the call); inhibition, %; measured here: pilot screen replicate inhibition
The depositor's hits bear a star; i = inactive; ? = inconclusive; nt = no result given; [ ] = dose if it differs, or a comment.

SMILES	RSV CPE inhibition	Yfh1-depleted yeast	West Nile antiviral	UTI89 phage lysis	WT yeast gro inh	WT yeast gro inh mutant strain	XIAP antagonists	CSM14.1 death rescue	SV40 large T antigen	Dengue-2 NS5 capping	others
Cc1cc(=O)n(C(C)(C)C)c(=O)n1Cc1ccccc1	0.7%	nt	-0.6%	0.3%	nt	nt	nt	nt	3%	5%
CC(=O)N(C)c1ccc(NC(=O)c2ccc([N+](=O)[O-])cc2Cl)cc1	0.0%	i	0.5%	2.7%	-19	-13	-4.7%	-0.1%	3%	-1%
COc1ccc2nc(SCc3cnc(C)nc3N)[nH]c2c1	-0.4%	i	-0.5%	0.2%	10	32	-0.5%	-3.3%	8%	-1%
CCCCn1c(N)c(N(CCOC)C(=O)C2CCN(S(=O)(=O)c3ccc(C)cc3C)CC2)c(=O)[nH]c1=O	0.6%	nt	nt	-0.5%[50 µM]	nt	nt	nt	nt	21%	-5%
CN1CCN(C(=O)c2ccc(F)c(F)c2)CC1	0.2%	nt	0.2%	0.1%	nt	nt	nt	nt	5%	0%	Dengue-2 NS5 capping pilot replicate=2.4
CC1(C)CC(=O)C(C(=S)Nc2ccccc2)=C(NCCN2CCOCC2)C1	-0.4%	i	0.1%	-0.1%	-20	-30	-2.1%	-0.9%	-5%	-4%
Cc1cc(=O)[nH]c(SCc2nnc(-c3ccccc3)o2)n1	-1.0%	i	0.4%	1.8%	-4	-10	-0.6%	-1.2%	6%	4%
Cn1ccc2c([N+](=O)[O-])cccc2c1=O	2.2%	i	0.8%	-0.1%	-1	-1	-3.1%	0.0%	9%	-1%
O=C(Cc1ccc(-c2ccccc2)cc1)NNC(=S)NCc1ccco1	1.6%	i	-1.8%	3.1%	5	16	-3.2%	-1.2%	13%	-5%
Cc1c(C(=O)NCCc2ccccc2)oc2ccccc12	14%	nt	-0.4%	-0.7%	nt	nt	nt	nt	12%	4%
CC(NC(=O)COC(=O)c1cc([N+](=O)[O-])ccc1N1CCOCC1)c1ccc(F)cc1 (stereo unspecified)	0.4%	nt	nt	1.1%[50 µM]	nt	nt	nt	nt	17%	0%
Cc1nc(C)c(C(=O)Nc2ccc(C)c(F)c2)o1	2.5%	i	0.1%	8.4%	2	-5	-2.9%	0.7%	18%	0%
COC(=O)/C(C#N)=C/c1ccc(N2CCOCC2)c([N+](=O)[O-])c1	0.7%	i	0.8%	0.2%	nt	nt	nt	nt	5%	-2%
C=CCn1c(SCC(=O)NCCc2ccccc2)nnc1C(C)NC(=O)c1cccs1 (stereo unspecified)	0.7%	i	0.0%	0.0%	-4	1	-6.2%	-1.3%	3%	-9%
CCCC[C@@H]1CNCCN1CCc1cccc(F)c1	0.1%	nt	nt	6.8%	nt	nt	nt	nt	1%	-7%

Overlap with the part before: 2 entries, followed by the next part.
SMILES	RSV CPE inhibition	Yfh1-depleted yeast	West Nile antiviral	UTI89 phage lysis	WT yeast gro inh	WT yeast gro inh mutant strain	XIAP antagonists	CSM14.1 death rescue	SV40 large T antigen	Dengue-2 NS5 capping	others
C=CCn1c(SCC(=O)NCCc2ccccc2)nnc1C(C)NC(=O)c1cccs1 (stereo unspecified)	0.7%	i	0.0%	0.0%	-4	1	-6.2%	-1.3%	3%	-9%
CCCC[C@@H]1CNCCN1CCc1cccc(F)c1	0.1%	nt	nt	6.8%	nt	nt	nt	nt	1%	-7%
Cn1ncc(Br)c1C(=O)NC1CCCCCC1	5.4%	nt	-0.2%	-0.3%	nt	nt	nt	nt	13%	0%
C=CCN1C(=O)/C(=C2/C(=O)N(CC(=O)O)c3ccccc32)S/C1=N/c1nccs1	nt	nt	nt	nt	13	-5	-25%	0.7%	30%	nt
Cc1ccc(-c2ccc(CCC(=O)O)o2)cc1	-0.1%	i	0.6%	0.7%	4	-4	-5.0%	-0.8%	12%	8%
Cc1c(NC(=S)NC(=O)c2ccccc2Cl)c(=O)n(-c2ccccc2)n1C	0.3%	nt	-0.6%	0.4%	nt	nt	nt	nt	7%	1%	Dengue-2 NS5 capping pilot replicate=-1.2
CCCSc1nsc(SCCC)c1C#N	1.6%	i	0.8%	1.0%	17	28	-0.2%	-1.3%	1%	-1%
COc1ccc(/C=C/C(=O)OCC(=O)NCCC2=CCCCC2)cc1	4.5%	i	-0.2%	0.2%	25	21	-9.9%	nt	4%	-10%
O=C(COC(=O)c1ccc2c(c1)S(=O)(=O)c1ccccc1C2=O)NC1CC1	0.8%	i	0.1%	-0.2%	-14	-3	-3.7%	-0.2%	18%	1%
Cc1ccccc1NC(=O)N1CCN(C/C=C/c2ccccc2)CC1	0.7%	i	-0.5%	0.2%	-4	1	-1.7%	2.2%	12%	-6%
COc1ccc(-c2noc(C3CCCN(C(=O)c4ccc(F)cc4)C3)n2)cc1 (stereo unspecified)	12%	nt	-2.0%	0.2%	nt	nt	nt	nt	10%	21%
CC1CCCCC1NC(=O)Cn1nc(-c2ccccc2)ccc1=O (stereo unspecified)	0.4%	i	-0.7%	5.4%	1	9	0.8%	nt	5%	-3%
Cc1ccccc1NNC(N)=S	-2.2%	i	0.1%	1.1%	-20	14	-5.4%	nt	6%	-1%
C=CCc1c(C)nc(SC)nc1Nc1ccc(C)cc1	8.7%	i	-1.0%	-0.1%	4	15	-13%	0.4%	19%	-5%
COc1ccccc1N1CCN(C(=O)c2cc3c(C)nc4ccccc4c3o2)CC1	19%	nt	1.4%	0.1%	nt	nt	nt	nt	11%	3%
Cc1ccc(-c2sc(C)nc2CC(=O)O)cc1	1.1%	i	0.2%	0.4%	-9	-7	-1.1%	-0.5%	4%	nt
COc1ccc(-n2c(Cn3nc(C(F)(F)F)cc3C)n[nH]c2=S)cc1	0.9%	i	-0.5%	1.4%	-1	-3	-1.4%	-0.8%	-1%	-6%
O=C(C(=O)N1CCc2ccccc2C1)c1cn(CC(=O)N2CCCCC2)c2ccccc12	1.9%	i	-1.1%	0.9%[50 µM]	0	-7	-21%	-0.2%	7%	-6%
c1cc(-c2nnn(CCOCCn3nnc(-c4ccncc4)n3)n2)ccn1	1.0%	nt	-0.2%	-0.1%	nt	nt	nt	nt	11%	-1%
COCCn1nnnc1SCC(=O)NCc1ccc2c(c1)OCO2	1.1%	i	-0.7%	2.0%	0	-12	-4.0%	-0.3%	0%	5%
COc1ccc(NC(=O)CSCc2cc(=O)n3c(C)csc3n2)cc1	0.6%	nt	1.4%	-0.3%	nt	nt	nt	nt	5%	-2%
CCOC(=O)c1cc(NC(=O)CSc2nnc(CN3CCOCC3)n2C)ccc1Cl	2.4%	i	0.2%	1.4%	-13	4	nt	nt	24%	-9%
CCCCC(=O)N1CC(=O)Nc2ccc(F)cc2C1c1ccccc1 (stereo unspecified)	3.9%	nt	0.0%	0.1%	nt	nt	nt	nt	4%	3%
O=C(O)c1ccccc1C(=O)OCCCCOC(=O)c1ccccc1C(=O)O	0.0%	i	-0.3%	-0.1%	-6	6	-9.2%	-2.0%	9%	-3%
COc1cccc(CN2CCN(c3ccc(F)cc3)C2=O)c1	?	i	-0.8%	0.0%	-3	7	1.0%	3.3%	5%	-2%
Cc1ccc(O)c(NC(=O)c2cc3nc4c(c(C(F)(F)F)n3n2)CCc2ccccc2-4)c1	12%	i	-0.1%	-0.6%	-5	2	-19%	1.0%	2%	-5%
CS(=O)(=O)n1nc(-c2ccccc2)nc1N	-1.5%	i	-0.1%	3.5%	-5	0	-0.5%	-1.2%	-3%	3%
CC(C)N(C(=O)CO/N=C/c1cccc([N+](=O)[O-])c1)C(C)C	-0.4%	i	-1.4%	-1.0%	0	-3	-7.4%	-1.6%	-2%	-12%
Cc1cccc(-n2c(N)cc(=O)[nH]c2=S)c1C	0.5%	i	0.4%	-0.4%	-9	-38	-8.0%	-1.4%	7%	-1%
Cc1cc2nc(CCN3CCOCC3)n(S(=O)(=O)c3ccc(C(C)(C)C)cc3)c2cc1C	2.4%	i	-0.6%	5.2%	14	5	-4.1%	-1.9%	8%	2%
Cc1ccc(C(=O)N/C(=C\c2ccc(-c3cc(Cl)ccc3Cl)o2)C(=O)NCc2cccnc2)cc1	19%	nt	nt	0.4%	-8	-22	-6.0%	2.5%	21%	-1%
O=C1C=CC(=O)N1N(c1ccccc1)c1ccccc1	0.9%	i	-0.6%	-14%	-2	13	-0.9%	4.4%	34%	42µM*
Nc1nc(SCC(=O)c2ccc([N+](=O)[O-])cc2)n[nH]1	1.1%	i	-0.1%	-0.1%	2	8	-0.1%	0.8%	26%	9%
Cc1cnc(CNC(=O)c2ccc(OC3CCN(C(=O)C4CC4)CC3)cc2)cn1	-0.5%	i	0.0%	-1.5%	7	8	-5.0%	1.4%	4%	-7%
COc1cc2c(cc1OC)-c1cc(NC3CC3)nc(=O)n1CC2	-2.4%	i	0.1%	-0.6%	-3	11	-3.5%	0.3%	11%	-3%
O=C(O)C1C2C=CC(O2)C1C(=O)Nc1cccc(C(F)(F)F)c1 (stereo unspecified)	4.2%	nt	-0.1%	0.5%	nt	nt	nt	nt	-7%	9%	Dengue-2 NS5 capping pilot replicate=0.0
C/C(=N\NC(=O)c1ccc2c(c1)OCO2)c1ccco1	4.9%	i	-0.4%	0.4%	10	20	-4.7%	-2.2%	5%	-8%
O=C(CC1S/C(=N/N=C/c2cccs2)NC1=O)Nc1ccccc1F (stereo unspecified)	0.8%	i	1.4%	0.0%	-2	-1	-5.9%	-0.2%	8%	-5%
Cc1sc2c(c1C)c(=O)n(-c1ccccc1)c1nncn21	-0.4%	i	0.2%	0.3%	nt	nt	1.4%	-0.3%	19%	5%
CCC(=O)C1CCCN(C(=O)c2ccc(OC3CCN(C(=O)CCOC)CC3)cc2)C1 (stereo unspecified)	0.7%	nt	-0.2%	1.1%[50 µM]	nt	nt	nt	nt	13%	-3%
Cc1cc(C(=O)Nc2cccc(S(=O)(=O)N3CCCCC3)c2)c2ccccc2n1	8.9%	i	-0.6%	0.4%	10	-8	-2.5%	nt	7%	-9%
O=C(CCS(=O)(=O)c1ccc(Cl)cc1)Nc1ccc(F)cc1	-0.2%	nt	-0.2%	0.1%	nt	nt	nt	nt	16%	-1%
CCCCCOc1ccc(N2C(=O)C(C)CNC2=S)cc1 (stereo unspecified)	0.9%	i	-0.3%	nt	nt	nt	nt	nt	13%	nt
O=c1c2cc(N3CCOCC3)ccc2[nH]c(=S)n1CC1CCCO1 (stereo unspecified)	-0.5%	i	-0.3%	-0.2%	8	11	-0.7%	-2.5%	-6%	9%	Dengue-2 NS5 capping pilot replicate=-1.2
Cc1ccc(C2CC(c3ccccc3)=NN2C(=O)CSc2nnc(-c3ccc(Cl)cc3)o2)o1 (stereo unspecified)	1.1%	i	0.7%	-0.6%	31	23	-2.8%	2.8%	24%	3%

Screening data (PubChem)
